# LYPLA2 counter – LYPLA2 (human) inhibition in PME1 counter-screen; O95372; recombinant LYPLA2, FP-Rh probe fluorescence polarization; inhibition, % at 5.9 µM; hit rate 0.38% among 320,000;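 active = inhibition above the screen-wide mean plus 3 SD, limit set per campaign, cut at about 26% in these data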;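 also: 0% = LYPLA2 with DMSO and 100% = wells lacking LYPLA2 enzyme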
# LYPLA1 counter – counter-screen for PME1 inhibitors: inhibitors of human LYPLA1; O75608; recombinant LYPLA1, FP-Rh probe fluorescence polarization; inhibition, % at 5.9 µM; hit rate 0.16% among 320,000;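 active = inhibition above the mean of all tested compounds plus 3 SD, set per campaign, cut at about 14% in these data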;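 also: inhibitors block serine hydrolase probe labeling of LYPLA1 so polarization falls; 0% = enzyme with DMSO and 100% = wells lacking LYPLA1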
# PAFAH2 inh – inhibitors of human PAFAH2; Q99487; recombinant PAFAH2, FP-rhodamine activity probe, fluorescence polarization; inhibition, % at 3.39 µM; hit rate 0.99% among 340,000;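 active = inhibition above the mean over all tested compounds plus 3 SD, cut at about 30% in these data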;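 also: inhibitors block probe labeling of enzyme so polarization drops; 0% = enzyme with DMSO and 100% = wells lacking PAFAH2 protein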
# GSTO1 inh – counter-screen for RBBP9 inhibitors: inhibitors of human GSTO1 | hit rate 1.1% among 300,000 | P78417 | recombinant GSTO1, activity-based probe fluorescence polarization | inhibition, % at 5.96 µM;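 active = inhibition above the campaign mean inhibition plus 3 SD, cut at about 35% in these data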;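 also: 0% = GSTO1-1 with DMSO and 100% = wells lacking GSTO1-1 enzyme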
# PME-1 primary – blocks human protein phosphatase methylesterase 1 | AID 2130 | recombinant PME-1, FP-Rh probe fluorescence polarization | Q9Y570 | inhibition, % at 5.9 µM | hit rate 0.53% among 320,000;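 active = inhibition above the campaign mean of all compounds plus 3 SD, cut at about 26% in these data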;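 also: competitive labeling of PME-1 active site by serine hydrolase directed probe; 0% = PME-1 with DMSO and 100% = wells lacking PME-1 enzyme; inhibitors block probe labeling so polarization falls and inhibition rises; many of its hits are not listed in these tables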
# Target sequence (Q9Y570 whole entry, looked up): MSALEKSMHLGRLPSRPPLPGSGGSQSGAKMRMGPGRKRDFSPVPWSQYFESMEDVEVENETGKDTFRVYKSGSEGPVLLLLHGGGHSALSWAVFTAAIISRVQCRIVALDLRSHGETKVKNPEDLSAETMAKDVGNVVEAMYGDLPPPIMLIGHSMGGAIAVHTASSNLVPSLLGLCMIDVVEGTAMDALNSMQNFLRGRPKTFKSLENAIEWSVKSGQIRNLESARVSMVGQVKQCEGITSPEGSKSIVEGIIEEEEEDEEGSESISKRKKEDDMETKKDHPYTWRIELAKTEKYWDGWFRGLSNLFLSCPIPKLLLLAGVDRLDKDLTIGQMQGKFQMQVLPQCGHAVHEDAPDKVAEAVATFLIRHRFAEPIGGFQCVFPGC
# PAD4 FP inh – PAD4 (human) enzyme inhibition; inhibition, % at 6.36 µM; Q9UM07; hit rate 0.41% among 330,000; recombinant PAD4, RCA probe fluorescence polarization;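 active = percent inhibition above a cutoff equal to the mean of all tested compounds plus 3 SD, cut at about 15% in these data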;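 also: 0% = PAD4 with RCA probe and DMSO and 100% = probe without PAD4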
# Target sequence (Q9UM07 whole entry, looked up): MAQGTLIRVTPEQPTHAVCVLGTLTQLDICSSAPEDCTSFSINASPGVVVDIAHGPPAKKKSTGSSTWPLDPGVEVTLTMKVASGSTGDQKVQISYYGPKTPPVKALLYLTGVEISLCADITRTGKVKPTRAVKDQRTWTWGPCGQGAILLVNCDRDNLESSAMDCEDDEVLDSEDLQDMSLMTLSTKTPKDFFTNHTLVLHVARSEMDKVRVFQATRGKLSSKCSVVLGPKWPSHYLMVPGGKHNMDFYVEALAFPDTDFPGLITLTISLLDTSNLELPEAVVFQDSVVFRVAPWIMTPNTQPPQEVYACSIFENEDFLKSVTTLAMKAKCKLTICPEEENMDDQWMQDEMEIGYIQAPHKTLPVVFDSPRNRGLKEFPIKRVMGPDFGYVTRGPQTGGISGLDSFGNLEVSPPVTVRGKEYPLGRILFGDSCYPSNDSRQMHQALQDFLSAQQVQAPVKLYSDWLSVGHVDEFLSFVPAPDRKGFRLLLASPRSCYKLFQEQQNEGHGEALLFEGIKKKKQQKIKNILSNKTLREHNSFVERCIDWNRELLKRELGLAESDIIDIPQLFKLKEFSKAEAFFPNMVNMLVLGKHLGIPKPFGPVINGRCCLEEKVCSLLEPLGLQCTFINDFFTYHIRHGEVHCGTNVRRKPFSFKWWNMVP
# PAFAH1B3 inh – inhibitors of human PAFAH1B3; Q15102; recombinant PAFAH1B3, FP-rhodamine probe, fluorescence polarization; inhibition, % at 3.39 µM; hit rate 0.28% among 340,000; AID 492972;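 active = inhibition above the screen-wide average of all tested compounds plus 3 SD, cut at about 25% in these data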;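 also: 0% = enzyme with DMSO only and 100% = wells lacking PAFAH1B3 protein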
# pPAFAH inh – inhibitors of human plasma PAF acetylhydrolase (pPAFAH); Q13093; recombinant pPAFAH, FP-rhodamine probe fluorescence polarization; inhibition, % at 3.39 µM; hit rate 1.5% among 330,000; AID 463082;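 active = inhibition above the mean inhibition across the screen plus 3 SD, cut at about 25% in these data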;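 also: inhibitors block binding of the rhodamine activity-based probe so polarization drops; 0% = enzyme with DMSO and 100% = wells lacking pPAFAH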
# PAFAH1B2 inh – inhibitors of human PAFAH1B2 | hit rate 1.2% among 340,000 | P68402 | recombinant PAFAH1B2, FP-rhodamine activity probe, fluorescence polarization | inhibition, % at 3.39 µM;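 active = inhibition above the mean of all tested compounds plus 3 SD, cut at about 24% in these data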;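 also: 0% = enzyme with DMSO and 100% = wells lacking PAFAH1B2; many of its hits are not listed in these tables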
# * hit, by the source's call; · = not tested or not shown. Not all compounds are listed; count on the stated rates, not on these rows.
canonical_smiles	PAFAH2 inh	PAD4 FP inh	GSTO1 inh	LYPLA2 counter	PAFAH1B2 inh	PAFAH1B3 inh	pPAFAH inh	LYPLA1 counter	PME-1 primary
COc1ccc(CN(C)CC(=O)NCC(=O)Nc2c(C)cccc2C)cc1	-1	0	·	2	0	7	-9	-1	-5
C=C(C)c1cccc(C(C)(C)NC(=O)N(Cc2ccccc2)Cc2ccco2)c1	-4	-2	6	-10	-1	5	4	-3	-13
COc1cc2ncnc(NCc3ccco3)c2cc1OC	2	5	-3	5	5	-1	6	3	0
O=C(Nc1cccc([N+](=O)[O-])c1)C1CC(=O)N(C2CCCCC2)C1 (stereo not given)	-3	-6	-6	0	6	8	4	4	3
Cc1cc(C(=O)Nn2c(-c3ccc(Br)cc3)nc3ccccc3c2=O)ccc1[N+](=O)[O-]	-3	2	8	-9	0	2	0	-6	1
CC(C)CC1(C(=O)NCc2cc(F)cc(C(F)(F)F)c2)C=CCN1C(=O)c1ccccc1 (stereo not given)	4	-1	0	-2	2	12	0	-1	0
COC(=O)C1CSc2[nH]c(=O)sc2C1c1ccc(OC)c(OC)c1 (stereo not given)	11	1	-7	10	0	9	3	5	-3
Cc1cc2n(n1)C(c1ccccc1)CC(c1ccc(Br)cc1)=N2 (stereo not given)	0	-2	-1	1	-2	-2	6	1	0
CC(OC(=O)c1nc(Cl)ccc1Cl)C(=O)c1ccccc1 (stereo not given)	-1	3	2	0	3	-1	1	0	1
CCOc1cc2[nH]c(=S)n(CCCOC)c(=O)c2cc1OCC	-1	-4	2	0	0	-2	3	-1	4
CCCc1cc(=O)[nH]c(SCc2nc3ccccc3o2)n1	-1	-2	4	-4	2	2	3	-2	2
CC(C)c1nnc(NC(=O)c2cccc(NC(=O)C(F)(F)F)c2)s1	-2	-3	7	6	4	9	-4	5	2
Cn1ccnc1-c1nnn(-c2ccc(F)cc2)n1	4	-3	-3	-2	9	-7	4	0	-1
CC1=NN(C(=O)c2ccc(Br)cc2)C(O)(c2ccccc2)C1 (stereo not given)	9	3	3	2	3	9	-2	-2	-1
Oc1cccc(O)c1O	·	-3	62*	4	·	·	96*	1	0

# The final three records of the section above come first, to join the parts.
canonical_smiles	PAFAH2 inh	PAD4 FP inh	GSTO1 inh	LYPLA2 counter	PAFAH1B2 inh	PAFAH1B3 inh	pPAFAH inh	LYPLA1 counter	PME-1 primary
Cn1ccnc1-c1nnn(-c2ccc(F)cc2)n1	4	-3	-3	-2	9	-7	4	0	-1
CC1=NN(C(=O)c2ccc(Br)cc2)C(O)(c2ccccc2)C1 (stereo not given)	9	3	3	2	3	9	-2	-2	-1
Oc1cccc(O)c1O	·	-3	62*	4	·	·	96*	1	0
COc1cc(-c2nnc3sc(Cc4ccc(Cl)cc4)nn23)cc(OC)c1OC	4	-3	-10	-7	14	3	3	-3	1
Cc1c(NS(=O)(=O)c2ccccc2)cc(Cl)c(O)c1C	-5	0	12	3	7	-2	11	3	11
CCOc1ccccc1OCC(=O)Nc1ccc(N2CCCCC2)cc1	-3	-3	11	5	1	2	5	3	-1
N#Cc1cn(N2CCCCC2)c(=O)[nH]c1=O	0	2	0	3	1	7	1	12	-1
c1ccc2[nH]c(NCCCN3CCOCC3)nc2c1	-1	0	-8	7	2	3	8	1	2
NC(=O)Nc1ccc(C(=O)OCC(=O)N2CCc3ccccc3C2)cc1	54*	-5	·	-7	0	-5	-2	0	-5
Cc1ccc(S(=O)(=O)NCC(=O)N(CC(=O)NCC2CCCO2)Cc2ccc(Cl)cc2)cc1 (stereo not given)	0	-2	18	0	5	2	0	-3	-6
N=c1c(S(=O)(=O)c2ccc(Br)cc2)cc2c(=O)n3ccccc3nc2n1C1CCCC1	1	-3	-8	-7	-3	6	-3	0	-1
COc1ccc(NC(=O)C2CCC(N3C(=O)C4CCCCC4C3=O)CC2)cc1 (stereo not given)	8	-1	5	0	6	0	6	-2	-5
COC(=O)c1cc2c(ccn2C)n1C	4	1	5	-9	3	9	-3	-1	-1
CCOC(=O)c1c(C)sc2c1N(C(C)=O)c1cc(Cl)ccc1S2	8	-11	3	2	3	5	-10	1	2
O=C(NCc1ccccc1)C(=O)NCC1COc2ccccc2O1 (stereo not given)	-1	2	6	6	9	-6	0	8	-1
O=C(NCCO)C(=O)c1c(-c2ccccc2)cc2ccccn12	-3	0	1	3	1	3	5	4	4
CC(=O)c1ccc2c3c(cccc13)C(=O)N(c1c(C)nn(C)c1C)C2=O	-3	0	14	7	3	9	0	1	9
O=S(=O)(Nc1ccccc1Cl)c1ccc(-c2ccccn2)s1	6	-8	2	2	5	5	7	1	8

# Carrying on.
canonical_smiles	PAFAH2 inh	PAD4 FP inh	GSTO1 inh	LYPLA2 counter	PAFAH1B2 inh	PAFAH1B3 inh	pPAFAH inh	LYPLA1 counter	PME-1 primary
O=C(CCC1CC(=O)Nc2ccccc21)NCc1cccnc1 (stereo not given)	7	1	4	-3	-1	8	0	1	7
COc1cc(/C=C2\C(=N)N3N=C(S(C)(=O)=O)SC3=NC2=O)cc(OC)c1OCCOc1cccc(C)c1	-8	-3	-18	-1	-2	2	9	-6	-11
O=C(O)c1c[nH]c2cc(C(F)(F)F)ccc2c1=O	2	3	4	3	5	-4	4	2	-8
COC(=O)C(Cc1cnc(Cl)s1)(C(=O)OC)c1ccccc1[N+](=O)[O-]	2	2	6	1	2	3	-3	0	0
Cn1cccc1CC(=O)N/N=C/c1ccco1	·	-1	2	0	·	·	-1	2	2
Cc1ccc(NC(=S)NNC(=O)Cn2nc([N+](=O)[O-])cc2C)cc1	-3	-5	2	1	9	8	4	2	3
CCOC(=O)C1=C(C)NC(C)=C(C(=O)OCC)C1c1cn(-c2ccccc2)nc1-c1ccco1	-3	-2	-7	5	-6	-2	2	-2	-2
CCN(CC)C(=O)CSc1nc(O)c(Cc2ccccc2)c(=O)n1-c1ccccc1C	0	0	4	0	1	-4	4	1	2
Cc1cccc(NC(=O)CCCCC(=O)Nc2cccc(C)c2)c1	·	-1	0	-4	·	·	0	-2	-3
COC(=O)c1cccc(N(CC(=O)NC2CCCC2)C(=O)CNC(=O)c2cccs2)c1	3	2	1	4	3	1	-1	2	1
Cc1cc2ccccc2n2c(SCC(=O)N3CCOCC3)nnc12	0	-2	1	-1	1	3	0	-2	-3
COc1ccc(NC(=O)c2cccc(-n3cnnn3)c2)cc1	1	-1	-7	6	1	-1	3	7	2
CCn1c(SCC(=O)N2CCCC2)nc2c(c1=O)SC(C)C2 (stereo not given)	0	1	0	1	4	6	0	0	-2
CC(C)OC(=O)Nc1ccc2c(c1)N(C(=O)CCN(C)C)c1ccccc1CC2	3	-5	-5	-2	4	6	1	1	0
O=C(Cn1c(CO)nc2ccccc21)Nc1ccc2c(c1)OCCCO2	-1	2	·	3	7	6	-2	-2	8

# Next section.
canonical_smiles	PAFAH2 inh	PAD4 FP inh	GSTO1 inh	LYPLA2 counter	PAFAH1B2 inh	PAFAH1B3 inh	pPAFAH inh	LYPLA1 counter	PME-1 primary
OC1(Cc2ccn[nH]2)CCCCC1	·	-4	10	7	·	·	1	1	-5
FC(F)Oc1ccc(NC(=S)NC23CC4CC(CC(C4)C2)C3)cc1	10	1	-8	-9	13	7	-1	-7	-2
Cc1ccc(N2CC(C(=O)NCCS(=O)(=O)N3CCN(c4ccccc4)CC3)CC2=O)cc1 (stereo not given)	3	0	5	-2	0	8	4	-5	-3
CC(=O)c1ccccc1OCC(O)CN1CCN(CCN2C(=O)c3cccc4cccc(c34)C2=O)CC1 (stereo not given)	4	0	8	39*	-4	5	5	4	0
CCOC(=O)c1cn(CC(=O)Nc2cccc(Cl)c2)nn1	2	-5	2	0	-1	-5	4	2	-2
CCOc1ccccc1CN1CCN(C/C=C/c2ccc(OC)cc2)CC1CCO (stereo not given)	2	-8	8	9	3	5	0	8	-2
CCOc1ccccc1NC(=O)CSc1nc2cc(O)ccc2c(=O)n1-c1ccc(OC)c(OC)c1	0	-4	2	-1	-1	-3	0	-3	4
CC(C)Cn1c(N)c(C(=O)COC(=O)C2CCCCC2)c(=O)n(C)c1=O	-7	-4	-5	1	9	3	6	0	0
CN(C)S(=O)(=O)c1ccc(C(=O)Nc2ccccc2C(=O)O)cc1	7	-1	3	8	-2	7	3	1	7
CN1CCN(CC(=O)Nc2ccc(Cl)cc2Cl)CC1	4	-2	3	7	-1	1	1	2	-2
COc1ccc(-c2nc(-c3cccc([N+](=O)[O-])c3O)cc(=O)o2)cc1OC	3	-3	6	-5	1	9	3	0	-8
CCn1c(COc2cc(C)cc(C)c2)nnc1SCC(=O)N1CCN(c2ccccc2)CC1	7	-1	10	1	3	3	-7	-2	0
CN(C)c1cc(NC(=O)CN2CCOCC2)c2ccccc2n1	6	1	8	-1	-2	1	-2	0	2
CC1(C(=O)NC2CCCCCCC2)CCC(=O)N1Cc1ccco1 (stereo not given)	-2	3	1	5	5	-3	0	3	-2
COc1cc(C)ccc1OCCOCCOc1ccccc1Br	5	1	10	6	6	2	6	-3	-1

# Additional structures.
canonical_smiles	PAFAH2 inh	PAD4 FP inh	GSTO1 inh	LYPLA2 counter	PAFAH1B2 inh	PAFAH1B3 inh	pPAFAH inh	LYPLA1 counter	PME-1 primary
O=C(/C=C/c1cccc(F)c1)NC1CCN(Cc2ccccc2)CC1	17	-2	1	1	-1	-1	1	0	-1
O=C(Nc1ccc(Cl)cc1)Nc1csc([N+](=O)[O-])c1	·	-8	-71	-9	·	·	4	-9	7
CC(C)C(NC(=O)C(NC(=O)C1OC2OC(C)(C)OC2C2OC(C)(C)OC12)C(C)C)C(=O)O (stereo not given)	1	-4	2	2	4	9	-1	2	5
c1ccc(CSCc2cn3ccccc3n2)cc1	6	-5	4	-5	5	5	7	0	1
Nc1cc(=O)[nH]c(SCCOc2ccccc2)n1	5	-9	-13	-6	7	8	-7	-1	-6
CCc1nnc(NC(=O)CN2C(=O)NC3(CC(C)CC(C)(C)C3)C2=O)s1 (stereo not given)	6	1	-6	4	8	15	3	-1	0
Cc1cccc(NC(=O)C2CCCN(S(=O)(=O)c3ccc4[nH]c(=O)ccc4c3)C2)n1 (stereo not given)	-6	-3	-2	2	1	7	2	-4	5
CCN1C(=O)CC(N2CCC(Nc3ccc(F)cc3)CC2)C1=O (stereo not given)	-10	0	-7	12	-4	-1	-5	3	-3
COc1ccc(S(=O)(=O)N2CCC(C(=O)N3CCOCC3)CC2)cc1OC	-3	1	-6	5	3	-9	3	-2	3
CCCNC(=S)NNC(=O)c1cccs1	24	-7	6	4	1	9	0	0	7
CCN(CC)S(=O)(=O)c1ccc(OCC2CCCCO2)c([N+](=O)[O-])c1 (stereo not given)	3	2	-5	0	3	5	12	-4	2
COc1ccc(CNC(=O)C/C(C)=N/NC(=O)COc2ccc(C)cc2Br)cc1	-5	-2	1	-4	-3	0	2	-1	-7
COc1ccc(-n2nc(C(=O)NCC(=O)N3CCCCC3)c3ccccc3c2=O)c(OC)c1	10	-4	0	0	2	1	2	-2	1
Cc1cc(C(F)(F)F)n2[nH]c(=O)c(N=Nc3ccccc3)c2n1	-5	3	4	-3	2	8	10	4	0
CC(C)(C)c1ccc(C(=O)NCCCNC(=O)c2cccnc2)cc1	-9	5	-1	-2	11	1	3	-3	-5
COc1ccc(N=Nc2nc(-c3ccccc3)c(-c3ccccc3)[nH]2)cc1	-3	-3	-19	-5	-8	-26	7	-4	28*
COc1ccc(CCNC(=O)c2cnn3c(C(F)F)cc(C)nc23)cc1OC	5	-1	3	-4	10	6	3	0	-4
